TLR9-MyD88 block = inhibitors of TLR9-MyD88 association in cells, primary screen, cell-based, CHO, BLA complementation, fluorescence; Toll-like receptor 9 (Homo sapiens) + Myeloid differentiation primary response protein …; CCF4 FRET ratio; inhibition, % at 4.98 µM; hit rate 0.21% among 340,000;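 active = inhibition above the mean over all tested compounds plus 3 SD, cut at about 21% in these data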;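 note: 0% = DMSO only wells and 100% = clavulanate BLA inhibitor control wells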
Target sequence (Q99836 whole entry, looked up): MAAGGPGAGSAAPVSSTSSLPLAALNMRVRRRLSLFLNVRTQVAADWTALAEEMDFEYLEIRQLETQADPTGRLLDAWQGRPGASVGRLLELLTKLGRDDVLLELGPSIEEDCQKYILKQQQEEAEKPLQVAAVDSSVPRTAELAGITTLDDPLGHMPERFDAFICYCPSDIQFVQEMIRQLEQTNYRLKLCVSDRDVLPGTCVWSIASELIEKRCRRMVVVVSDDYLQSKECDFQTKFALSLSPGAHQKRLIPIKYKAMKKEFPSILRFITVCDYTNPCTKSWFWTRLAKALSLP
Target sequence (Q9NR96 whole entry, looked up): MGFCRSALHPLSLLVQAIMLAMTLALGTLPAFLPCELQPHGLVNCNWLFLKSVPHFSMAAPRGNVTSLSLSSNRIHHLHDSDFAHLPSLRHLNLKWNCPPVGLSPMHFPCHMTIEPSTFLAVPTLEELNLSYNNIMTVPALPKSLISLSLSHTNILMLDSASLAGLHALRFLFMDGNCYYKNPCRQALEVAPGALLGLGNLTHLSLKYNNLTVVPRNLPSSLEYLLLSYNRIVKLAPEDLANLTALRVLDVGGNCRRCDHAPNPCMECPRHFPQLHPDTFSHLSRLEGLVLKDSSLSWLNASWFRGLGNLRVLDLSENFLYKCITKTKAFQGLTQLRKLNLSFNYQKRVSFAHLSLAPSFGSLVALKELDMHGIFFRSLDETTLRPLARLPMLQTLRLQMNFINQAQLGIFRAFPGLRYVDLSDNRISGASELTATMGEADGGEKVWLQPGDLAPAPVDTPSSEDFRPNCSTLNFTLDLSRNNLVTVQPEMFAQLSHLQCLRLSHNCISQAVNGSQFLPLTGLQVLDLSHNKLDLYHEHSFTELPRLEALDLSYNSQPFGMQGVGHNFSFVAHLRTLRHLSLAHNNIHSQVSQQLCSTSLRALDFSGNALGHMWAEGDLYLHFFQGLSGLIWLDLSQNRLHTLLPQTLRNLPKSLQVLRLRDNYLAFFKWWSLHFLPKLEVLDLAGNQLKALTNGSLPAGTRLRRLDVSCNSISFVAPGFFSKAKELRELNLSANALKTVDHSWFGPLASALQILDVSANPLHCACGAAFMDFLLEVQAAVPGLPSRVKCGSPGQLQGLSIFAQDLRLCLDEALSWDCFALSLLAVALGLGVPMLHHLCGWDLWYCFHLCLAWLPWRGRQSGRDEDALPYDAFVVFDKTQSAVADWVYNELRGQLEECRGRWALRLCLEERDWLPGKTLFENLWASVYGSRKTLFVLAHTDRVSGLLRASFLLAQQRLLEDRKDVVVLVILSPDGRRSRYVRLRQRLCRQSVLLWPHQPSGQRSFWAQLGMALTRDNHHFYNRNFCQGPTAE
TROY signal inh = inhibitors of TROY-driven NF-kB signaling, primary screen, Q293 LMP1-TROYcd cells, NF-kB luciferase, uHTS | Q293 LMP1-TROYcd NF-kB luciferase reporter, 4 h | inhibition, % at 10 µM | hit rate 0.98% among 360,000 | AID 1347056, 2019;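 active = compounds whose plate-normalised and pattern-corrected inhibition of the luciferase reporter signal at the single screening dose is 50% or more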
NOD2 RIPK2 PPI = NOD2-RIPK2 binding disruptors in cells, primary screen, fluorescence, CHO cells, BLA complementation; CCF4 ratio; inhibition, % at 4.98 µM; Receptor-interacting serine/threonine-protein kinase 2 (Homo sapiens), O43353; hit rate 0.38% among 360,000; in the data active = inhibition above about 21%;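 note: 0% = vehicle only and 100% = reference blocker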
NR5A2 inv ag = LRH-1 (NR5A2) inverse agonists, primary screen, cell-based, luminescence, HEK293T, StAR-luciferase reporter | LRH-1 transfected, 24 h | inhibition, % at 3.6 µM | hit rate 0.13% among 360,000 | AID 602396, 2012;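 active = inhibition above the mean inhibition of all tested compounds plus 3 SD, cut at about 73% in these data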;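 note: 0% = DMSO wells and 100% = reporter-only cells lacking LRH-1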
NCOA1 inh = SRC1 coactivator transcriptional activity inhibitors, primary screen, cell-based, luminescence | hit rate 0.12% among 360,000 | HEK293 GAL4-SRC1 luciferase reporter | inhibition, % at 3.6 µM;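 active = inhibition above the campaign mean plus 3 SD, with each screening campaign given its own cutoff, cut at about 60% in these data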;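 note: 0% = DMSO treated cells and 100% = gossypol at 36 µM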
NCOA3 inh = SRC3 coactivator transcriptional activity inhibitors, primary screen, cell-based, luminescence; HEK293 GAL4-SRC3 luciferase reporter; Nuclear receptor coactivator 3 (Homo sapiens), Q9Y6Q9; inhibition, % at 3.6 µM; hit rate 0.17% among 360,000;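 active = inhibition above a per-campaign cutoff, the mean of all compounds plus 3 SD, cut at about 60% in these data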;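 note: 0% = DMSO-treated cells and 100% = gossypol-treated cells at 36 µM; higher means less SRC3-driven luciferase light from the GAL4 reporter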
NR2F2 inh = NR2F2 transcriptional activity inhibitors, primary screen, cell-based, luciferase reporter, HEK293T, luminescence; hit rate 0.7% among 370,000; inhibition, % at 8.6 µM; HEK293T NGFI-A luciferase reporter; COUP transcription factor 2 (Homo sapiens), P24468; AID 686940, 2013;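 active = inhibition above a per-plate cutoff, mean inhibition of test wells between control levels plus 3 SD, cut at about 38% in these data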;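 note: cells cotransfected with COUP-TFII expression vector driving the NGFI-A reporter; 0% = median of COUP-TF2 test wells and 100% = reporter-only cells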
SRC2 inh = inhibition of GAL4-SRC2 driven luciferase reporter, primary screen, SRC2 inhibitor project, cell-based, luminescence. Nuclear receptor coactivator 2 (Homo sapiens), Q15596. HEK293 GAL4-SRC2 luciferase reporter. inhibition, % at 9 µM. hit rate 0.17% among 370,000;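 active = inhibition above the mean inhibition of all tested compounds plus 3 SD, set per campaign, cut at about 52% in these data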;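 note: 0% = DMSO treated cells and 100% = cells given Gossypol at 36 µM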
TRAIL sens C8 = viability loss with TRAIL in NB7+C8 cells, primary screen, TRAIL sensitizer project, cell-based, ATPlite luminescence; hit rate 1% among 360,000; inhibition (viability loss, TRAIL sensitization), % at 10 µM; AID 624354, 2012;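 active = compounds causing at least 50% loss of cell viability in the single-dose screen, relative to plate controls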
EBV LMP1 NFkB = EBV LMP1-driven NF-kappaB luciferase reporter inhibitors, primary screen, cell-based, luminescence, single point; inhibition, % at 12.5 µM; LMP1-induced NF-kappaB luciferase reporter cells; hit rate 0.69% among 350,000; in the data active = inhibition above about 41%;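 note: 0% = neutral control wells and 100% = reference inhibitor control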
Vif inh = HIV Vif self-association inhibitors, primary screen, imaging, HEK293T, single point; HEK293T cells, Vif self-association by quenched fluorescence, 24 h; inhibition, % at 7.49 µM; hit rate 0.35% among 340,000; AID 602346, 2012; in the data active = inhibition above about 50%, passing the limit was not always enough; note: some results filed as inactive read as strong as hits
Starred values were filed as active, the others as inactive; x = not tested or not shown. The list is partial; rates above refer to the full screens.

SMILES | TLR9-MyD88 block | TROY signal inh | NOD2 RIPK2 PPI | NR5A2 inv ag | NCOA1 inh | NCOA3 inh | NR2F2 inh | SRC2 inh | TRAIL sens C8 | EBV LMP1 NFkB | Vif inh
COc1ccc(S(=O)(=O)N2CCN(C3CCCC(C)C3)CC2)cc1 (stereo unspecified) | 4.6 | 5.5 | -10.5 | 0.9 | -4.4 | 9.5 | 20.8 | 9.2 | 4.2 | -0.9 | x
CCOC(=O)c1c(C)oc2cc(Br)c(OCC(N)=O)cc12 | 4.1 | 8.9 | 8.9 | -2.1 | -47.2 | 15.9 | -8.4 | -21.3 | 1.7 | -3.1 | -3.7
Cc1ccc(NC(=O)Cn2nc(C)c3ccccc3c2=O)c(C)c1 | 10.9 | -11.5 | 6.8 | -4.0 | -2.8 | 11.4 | 11.9 | 11.4 | -15.4 | -3.4 | 10.2
CCc1cc(=O)oc2c(C)c(OCC(=O)NCc3ccccn3)ccc12 | 1.9 | 2.0 | 2.9 | 28.6 | -4.0 | 6.1 | -8.7 | 0.5 | 11.9 | -3.3 | -1.2
COc1cc(/C=N/NC(=O)c2nonc2C)ccc1O | -3.7 | -18.9 | 2.7 | -4.1 | -23.5 | -6.3 | -9.8 | -19.4 | 2.1 | 9.0 | -6.2
CCOC(=O)c1sc(N)c(C(=O)OCC)c1COC(=O)C1CC(=O)N(Cc2ccco2)C1 (stereo unspecified) | 2.7 | 3.9 | -6.0 | 27.7 | -33.1 | 20.5 | 14.1 | -22.2 | -10.8 | -1.8 | -1.8
CCOc1cccc(C(=O)Nc2ccccc2C(=O)N2CCOCC2)c1 | 1.7 | 1.1 | -3.9 | -4.6 | 7.3 | 15.6 | 3.7 | -3.7 | 6.0 | -2.4 | 1.6
CC(C)c1onc(C(=O)NC(C)c2ccccc2)c1[N+](=O)[O-] (stereo unspecified) | -11.2 | 4.9 | 7.0 | 0.3 | 1.5 | 12.8 | 1.6 | -1.6 | 2.0 | 1.4 | -26.6
CCOC(=O)Cc1[nH]nc2c1C(C1C=CCCC1)C(C#N)=C(N)O2 (stereo unspecified) | 4.6 | 5.7 | -2.7 | 9.6 | 4.3 | 11.3 | 11.4 | 11.0 | 21.1 | 17.4 | -8.2
CCOC(=O)c1ccc(N2C(=O)c3n[nH]c(-c4ccco4)c3C2c2ccc([N+](=O)[O-])cc2)cc1 (stereo unspecified) | -6.5 | -17.5 | -5.2 | 3.7 | -4.0 | -1.7 | 14.0 | 17.1 | 17.9 | 3.6 | -4.6
COC(=O)C1C2OC(C(Br)C2Br)C1C(=O)OC (stereo unspecified) | 0.0 | -11.3 | -13.4 | -0.6 | 1.2 | -7.4 | -7.6 | -11.1 | -6.2 | 2.8 | -4.9
CC(=O)Nc1ccc(Nc2nc(Cl)nc(Nc3ccc(NC(C)=O)cc3)n2)cc1 | -4.6 | 2.5 | -6.7 | 7.9 | 13.5 | 11.4 | 2.1 | 5.8 | -2.4 | 1.0 | -1.4
CN(Cc1ccccc1)C(NC(=O)c1ccccc1)C(Cl)(Cl)Cl (stereo unspecified) | 0.7 | -15.7 | -15.1 | -13.1 | 11.9 | 21.0 | -0.9 | 13.4 | -15.3 | 9.9 | -4.3
O=C(CCNC(=O)N1CC(=O)Nc2ccccc21)NCc1ccc(F)cc1 | -3.3 | 11.3 | -7.5 | -2.1 | 9.1 | 6.8 | -12.6 | 6.1 | -7.4 | 10.9 | 7.4
Cc1cc(C(=O)N/N=C/c2ccc[nH]2)n[nH]1 | 3.5 | -49.2 | -7.5 | -13.9 | -23.3 | -14.3 | -12.4 | -77.9 | -13.5 | 1.2 | 3.5
S=c1nc(-c2ccccc2)n(CCN2CCOCC2)c2c1CCCC2 | -1.5 | -4.8 | -2.6 | -9.9 | -4.3 | -11.0 | -19.7 | -13.7 | -3.2 | -9.9 | 15.5
Cc1ccc(Cl)c(NC(=O)COC(=O)C2CCC2)c1Cl | -4.8 | -5.1 | -6.5 | -7.7 | -8.9 | -5.0 | -14.9 | -10.7 | 10.3 | 3.1 | 0.7
COc1ccc(-c2cn3cccnc3n2)cc1NC(=O)C(C)C | 8.4 | -27.1 | -13.0 | -23.0 | -6.4 | 12.1 | 3.0 | 6.8 | 1.0 | 5.2 | 30.5
O=C(NNc1ccccc1)c1ccc(Cl)c(Cl)c1 | 0.9 | -6.0 | -0.5 | 21.3 | 7.8 | 42.5 | -4.9 | -23.5 | -0.3 | 2.2 | 4.5
O=C(Nc1ccccc1NC(=O)c1ccccc1Cl)c1ccccc1Cl | -3.1 | 7.9 | -6.6 | -2.4 | -1.9 | -1.2 | -12.8 | -1.7 | -14.3 | -5.3 | 3.0
O=C1CCC([N+](=O)[O-])C(c2cc3c(cc2Cl)OCO3)N1 (stereo unspecified) | -2.3 | -0.5 | -11.7 | -7.7 | -6.1 | 5.7 | -2.5 | 11.0 | -10.0 | -10.3 | 1.9
CCCCN(CCCNC(=O)CN1C(=O)COc2ccccc21)c1ccccc1 | -7.8 | 8.7 | 2.1 | -4.6 | -13.7 | 14.3 | 11.3 | 5.8 | -30.4 | 4.0 | x
O=C(NC1CCN(C(=O)Nc2ccccc2)CC1)C1CCCCC1 | 7.3 | -0.9 | 9.5 | 13.5 | -8.6 | 8.4 | 2.6 | 13.8 | 10.9 | -6.3 | -11.9
CN1CCC(OC(=O)COc2ccc(Cl)cc2Cl)CC1 | -0.8 | -2.1 | 0.3 | -14.0 | 7.3 | -4.0 | 5.4 | 6.6 | -7.8 | 0.8 | 2.1

Looked up by compound from the entries so far:
SMILES | TLR9-MyD88 block | TROY signal inh | NOD2 RIPK2 PPI | NR5A2 inv ag | NCOA1 inh | NCOA3 inh | NR2F2 inh | SRC2 inh | TRAIL sens C8 | EBV LMP1 NFkB | Vif inh
O=C(NNc1ccccc1)c1ccc(Cl)c(Cl)c1 | 0.9 | -6.0 | -0.5 | 21.3 | 7.8 | 42.5 | -4.9 | -23.5 | -0.3 | 2.2 | 4.5
S=c1nc(-c2ccccc2)n(CCN2CCOCC2)c2c1CCCC2 | -1.5 | -4.8 | -2.6 | -9.9 | -4.3 | -11.0 | -19.7 | -13.7 | -3.2 | -9.9 | 15.5

Following part:
SMILES | TLR9-MyD88 block | TROY signal inh | NOD2 RIPK2 PPI | NR5A2 inv ag | NCOA1 inh | NCOA3 inh | NR2F2 inh | SRC2 inh | TRAIL sens C8 | EBV LMP1 NFkB | Vif inh
O=[N+]([O-])c1ccc(Nc2c3ccccc3nc3ccccc23)cc1 | -12.2 | 11.3 | -15.3 | -12.5 | 12.8 | -2.6 | -15.1 | -32.8 | 4.8 | -1.1 | -4.4
Cc1cc2cc(C)c3nnc(SCC(=O)N4CCN(C(=O)c5ccco5)CC4)n3c2cc1C | -4.3 | -2.0 | -10.1 | 7.0 | -0.7 | 2.0 | 6.8 | 1.5 | -10.0 | -8.2 | 1.7
COc1ccccc1N1CCN(C(=O)c2cccc(S(=O)(=O)N3CCCCCC3)c2)CC1 | -1.0 | -10.1 | -3.3 | 2.8 | 13.8 | 3.1 | 18.9 | 8.7 | 2.1 | 7.0 | 0.2
COc1ccccc1-c1csc(C(O)c2cccc(Cl)c2)n1 (stereo unspecified) | x | -26.7 | -3.4 | 8.1 | 0.5 | 6.8 | 4.3 | -13.8 | 16.1 | x | -0.1
Cc1nnc(NC2=NCCC2)s1 | -10.3 | -13.5 | -9.0 | -21.4 | -9.3 | 5.4 | 12.2 | -33.5 | 15.3 | -3.6 | x
O=C(CN1C(=O)S/C(=C\c2cccs2)C1=O)Nc1ccc(C(=O)O)c(O)c1 | -8.1 | 6.6 | -3.3 | -8.5 | -2.5 | -5.3 | 5.2 | 14.9 | 4.3 | -20.6 | -0.4
C=CCOC(=O)c1ccccc1C(=O)OCC1CO1 (stereo unspecified) | 2.2 | -15.9 | 4.3 | -1.4 | -4.6 | -6.6 | 13.4 | 6.1 | -10.6 | 9.3 | 12.8
O=C(Nc1ccc(Cl)cn1)C1CCN(c2ncnc3c2nc2n3CCCCC2)CC1 | -13.3 | 26.6 | 0.1 | 31.2 | 10.8 | 7.7 | 11.9 | 28.7 | 14.4 | 8.5 | -4.5
CC(/C=C/c1ccc(N(C)C)cc1)=N\N=C1\NC(=O)CC(C(=O)Nc2ccccc2)S1 (stereo unspecified) | 2.4 | -55.6 | -0.8 | -52.5 | -39.8 | -44.3 | -22.8 | -47.2 | 30.4 | -8.0 | -1.9
O=C(N/N=C/c1cccc(O)c1)c1ccc(COc2cccc3cccnc23)cc1 | 1.1 | -34.8 | -9.4 | -10.4 | -15.0 | -8.0 | 6.5 | -23.8 | 1.2 | -1.5 | 1.0
COc1cccc(/C=N/NC(=O)CCc2c(C)n[nH]c2C)c1O | 5.5 | -16.6 | 0.5 | 8.7 | -8.1 | 19.7 | 12.5 | -7.0 | 1.0 | -4.4 | 8.6
Cc1cnc(C(=O)N(c2ccc(N3CCOCC3)cc2)C2C(=O)Nc3ccccc3N=C2c2ccc(F)cc2)cn1 (stereo unspecified) | x | -3.5 | -12.1 | -3.1 | 4.9 | 6.8 | -3.6 | -3.7 | 14.7 | x | x
O=C(N/N=C/c1ccc(Cl)cc1Cl)c1cccc(F)c1 | -1.5 | -7.9 | -20.5 | -169.1 | -129.9 | -62.8 | -20.5 | -83.8 | 6.3 | -31.5 | -1.9
Clc1ccc(Oc2cccc(/C=N/n3cnnc3)c2)cc1 | -4.8 | 11.8 | -2.1 | -4.4 | -33.5 | 12.7 | 7.3 | -4.6 | -1.2 | 4.6 | -6.4
Cc1cc2oc(=O)ccc2cc1[N+](=O)[O-] | -8.7 | -7.2 | 3.4 | 5.0 | -14.1 | -8.5 | -11.2 | -1.9 | 0.1 | 17.3 | -3.2
CN(C)Cc1c(C(=O)N/N=C/c2ccco2)nnn1-c1nonc1N | -1.6 | -3.8 | -2.3 | 7.5 | 4.3 | -3.2 | 1.8 | 0.7 | 10.4 | -2.1 | 7.0
COc1ccc(OC2CCN(S(=O)(=O)c3ccc(OC)cc3)CC2)cc1 | -18.4 | 19.1 | -1.2 | 13.2 | 5.7 | 13.2 | 32.9 | 14.4 | 22.3 | 0.7 | 2.1
CCOC(=O)Cc1csc(NC(=O)C(C)c2ccc([N+](=O)[O-])cc2)n1 (stereo unspecified) | 3.6 | 6.4 | -9.9 | 8.6 | 3.8 | -1.0 | -8.1 | -0.9 | 0.6 | -18.2 | 0.1
N#Cc1ccccc1OCC(=O)N1CC(=O)Nc2ccccc21 | 6.8 | -2.2 | -3.7 | 11.9 | 5.2 | 2.7 | 13.4 | -7.4 | 3.5 | -0.9 | 1.5
Clc1ccc(CSc2nc3ccncc3[nH]2)cc1 | 9.6 | -52.8 | 1.6 | -123.5 | -90.7 | -85.2 | -38.0 | -77.9 | 92.4* | 22.0 | -5.5
